TRHR PAM: allosteric enhancers of human TRH receptor | enhancement, % at 2 µM | AID 493056 | TRHR cells, fluo-8 calcium fluorescence, EC20 TRH enhancement | P34981 | actives 0.66% (n = 360,000); in the data active = enhancement above about 30%; also: 0% is about no effect
Target sequence (P34981 whole entry, looked up): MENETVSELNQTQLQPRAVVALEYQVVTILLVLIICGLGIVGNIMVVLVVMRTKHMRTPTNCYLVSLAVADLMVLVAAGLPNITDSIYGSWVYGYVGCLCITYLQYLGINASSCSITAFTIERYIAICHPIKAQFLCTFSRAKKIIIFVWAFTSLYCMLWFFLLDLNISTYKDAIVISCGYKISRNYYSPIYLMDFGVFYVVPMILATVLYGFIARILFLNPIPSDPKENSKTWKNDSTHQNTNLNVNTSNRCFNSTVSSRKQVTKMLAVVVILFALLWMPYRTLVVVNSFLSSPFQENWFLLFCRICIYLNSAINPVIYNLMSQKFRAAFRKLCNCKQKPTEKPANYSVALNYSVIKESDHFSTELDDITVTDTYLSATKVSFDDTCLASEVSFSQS
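TRHR-expressing cells loaded with fluo-8 calcium dye were read kinetically (ex 480/em 530) during compound addition, then stimulated with an EC20 of TRH (10 nM final). Enhancement of the Gq-mediated intracellular calcium response was scored.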
D1 ag: human D1 receptor agonism; P21728; HEK293 T-REx D1 cells, calcium flux, agonist mode; activation, % at 2 µM; actives 1% (n = 360,000); in the data active = activation above about 30%; also: 0% is about no effect
Target sequence (P21728 whole entry, looked up): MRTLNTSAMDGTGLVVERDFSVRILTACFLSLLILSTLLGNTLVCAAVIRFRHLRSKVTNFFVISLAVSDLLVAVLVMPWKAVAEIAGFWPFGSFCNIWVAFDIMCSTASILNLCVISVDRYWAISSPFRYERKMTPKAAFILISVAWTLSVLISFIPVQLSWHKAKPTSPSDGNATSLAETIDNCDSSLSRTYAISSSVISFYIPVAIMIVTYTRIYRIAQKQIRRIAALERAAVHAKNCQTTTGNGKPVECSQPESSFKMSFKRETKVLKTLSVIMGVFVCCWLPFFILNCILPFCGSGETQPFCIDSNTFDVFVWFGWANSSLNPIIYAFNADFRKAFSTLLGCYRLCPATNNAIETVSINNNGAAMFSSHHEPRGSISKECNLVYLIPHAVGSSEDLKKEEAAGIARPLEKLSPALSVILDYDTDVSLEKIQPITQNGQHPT
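Tetracycline-induced HEK293 TREx D1 cells, force-coupled to calcium signalling, were dye-loaded with a no-wash calcium kit. Compound was pin-added after a 10 s baseline. Fluorescence was read kinetically at 1 cycle/s for 180 s, with calcium rises flagged as agonism.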
RXFP1 antagonist: RXFP1 (human) relaxin receptor antagonism; actives 0.59% (n = 350,000); activity change, negative = inhibition, % at 57.5 µM; HEK293-RXFP1, relaxin-stimulated cAMP HTRF, 30 min; stronger effect = lower value;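 active = activity change of -60% or lower, but not beyond a set lower limit; inconclusive = change between -60% and -40%, or beyond the set limit; inactive = change above -40%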; also: % is scaled to controls: 0 for no effect and ±100 for the full control effect
RXFP1 agonist: RXFP1 (human) receptor agonism; Q9HBX9; HEK293T-RXFP1 cAMP TR-FRET, 30 min; response scale: percent of porcine relaxin response, buffer zero; Potency, µM (top dose mostly 57.5 µM), inactives show at the top dose activation, actives largely listed as activators; actives 0.3% (n = 370,000); also: potency is read from the fitted curve at half-maximal effect; % is scaled to controls: 0 for no effect and ±100 for the full control effect; nearly all actives have a fitted effect of over 60% in size; many of its hits are not listed in these tables
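cAMP rise read by TR-FRET after 30 min, 37C compound exposure (up to 58 uM) in RXFP1-transfected HEK293 cells with Ro 20174 present. EC50 from Hill-equation fits, with 29 nM porcine relaxin as 100% and buffer as basal.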
D1 potentiator: potentiators of human D1 dopamine receptor. P21728. HEK293 TREx D1 cells, calcium flux, dopamine EC20 potentiation. potentiation, % at 10 µM. actives 0.036% (n = 360,000); in the data active = potentiation above about 30%; also: 0% is about no effect
D1 antag: antagonists of human D1 dopamine receptor; P21728; HEK293 TREx D1 cells, calcium flux, dopamine EC80; stronger effect = lower value; activity change, negative = inhibition, % at 10 µM; actives 3.2% (n = 360,000); AID 504652; in the data active = activity change below about -30%; also: % is scaled to controls: 0 for no effect and ±100 for the full control effect
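Cells carrying a force-coupled, tetracycline-inducible human D1 receptor report calcium flux. Each well gets a 10 s baseline, compound with 180 s monitoring, then an EC80 dopamine stimulus with a second 180 s kinetic read.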
D2 potentiator: positive allosteric modulators of human D2 dopamine receptor | P14416 | HEK293 T-REx D2, calcium flux, EC20 dopamine potentiation | potentiation, % at 10 µM | actives 0.34% (n = 340,000);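 active = potentiation over 3 SD above the plate norm, cut at about 30% in these data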; also: 0% is about no effect
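Potentiation of an EC20 dopamine calcium response is measured in a force-coupled, tetracycline-inducible Hek293 Trex D2 line. Compound-only kinetic reads over 180 s flag agonists before dopamine addition.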
TRHR ag: agonists of human TRH receptor; TRHR cells, calcium flux fluo-8, FDSS agonist mode; activation, % at 2 µM; actives 0.18% (n = 360,000); in the data active = activation above about 30%; also: 0% is about no effect
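Read-out: compound-evoked intracellular calcium rise in TRHR cells, fluo-8 dye, kinetic FDSS fluorescence at 1 s/cycle following a 10-cycle baseline. Cells cultured overnight before dye loading (30 min–1.5 h, RT).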
Anesthetic bind: candidate novel general anesthetic via apoferritin binding. P02791. apoferritin/1-aminoanthracene competitive binding, fluorescence. Potency, µM (highest dose often 77.5 µM), for inactives: at the top dose activity change, negative = displacement, usual class: inhibitors. actives 0.074% (n = 350,000). AID 485281; also: potency is read from the fitted curve at half-maximal effect; % is scaled to controls: 0 for no effect and ±100 for the full control effect; nearly all actives have a fitted effect of over 20% in size
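Apoferritin-based anesthetic binding model; compound displacement of fluorescent 1-AMA measured as endpoint fluorescence after 10 minutes at room temperature, scaled to free-ligand and complex controls.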
Numbers without * were called inactive; ? = inconclusive; . = no result given. Unless noted, calls follow the shape of the dose curve; as a rule, active = well fitted curve in the direction sought with a large enough effect; inconclusive = small, poorly fitted or top-dose-only effect, or another doubt; inactive = no such curve, though single readings can be large; an effect the other way counts as inactive or inconclusive. Only part of the results is shown; the hit share may differ from the screen's.

SMILES	TRHR PAM	D1 ag	RXFP1 antagonist	RXFP1 agonist	D1 potentiator	D1 antag	D2 potentiator	TRHR ag	Anesthetic bind
O=C(CN1CCN(C(=O)C2CCCO2)CC1)Nc1c(Cl)cccc1Cl (stereo not given)	-1	1	1	0.5%	7	-5	0	0.8	-4%
CC(=O)C1=C(C)N(Cc2ccccc2)C(=O)N[C@H]1c1cccs1	-1	2	.	0.0%	-2	11	2	0.1	-1%
CC(=O)c1cccc(OCC(=O)N2CCCc3ccccc32)c1	-2	5	-9	0.8%	4	6	19	-0.1	3%
CCCN(CCC)C(=O)c1ccc2c(c1)S(=O)(=O)c1ccccc1C2=O	0	5	8	-2.0%	4	1	3	-1.3	-18%
CCOC(=O)/C=C1\SCC(=O)N1CC(=O)NC(c1ccccc1)c1ccccc1	-10	2	.	0.0%	-4	-4	-6	-0.1	-9%
C=C(C)C1CC=C(C)/C(=N/NC(=O)COc2ccccc2Cl)C1 (stereo not given)	8	3	-7	4.0%	5	12	5	0.0	-21%
O=C1CN(C(=O)c2cc3ccccc3o2)c2ccccc2N1	-2	0	-3	-0.1%	-9	-2	-6	0.7	-12%
C/C(=N\N=C1\NC(=O)C(CC(=O)NCc2ccccc2)S1)C(C)C (stereo not given)	-2	-2	-5	-0.4%	2	-8	4	-0.8	-6%
O=C1c2ccccc2C(=O)N1C(CO)C(O)c1ccc([N+](=O)[O-])cc1 (stereo not given)	29	-1	-13	0.4%	-2	1	4	0.5	3%
O=C(Cn1nc2sc3ccccc3n2c(=O)c1=O)c1ccc(Cl)cc1	0	2	2	0.8%	-1	11	-2	0.9	-3%
O=C(OCc1cccc(C(F)(F)F)c1)c1cc(S(=O)(=O)N2CCOCC2)ccc1F	7	17	1	0.5%	7	-3	4	1.2	.
O=c1c2cnn(-c3ccccc3)c2ncn1Cc1ccccn1	-2	3	-10	0.1%	8	-41*	7	-0.3	-7%
CCNC(=O)NC(=O)C(C)Sc1ccc2c(c1)OCCO2 (stereo not given)	7	-1	1	1.9%	-2	.	12	-0.2	-17%
COc1ccc(CCNC(=O)c2cc([N+](=O)[O-])ccc2N2CCOCC2)cc1	5	2	-7	2.3%	-2	-3	7	0.0	.
COCc1nn2c(N)c(-c3ccccc3)cnc2c1-c1ccccc1	4	2	15	1.4%	-7	-35*	5	0.3	-14%
CCC(CC)C(=O)Nc1ccc(C(=O)c2ccccc2)cc1	1	9	-6	1.6%	4	9	6	0.0	-16%
COc1cc2nc(Cl)nc(N3CCN(C)CC3)c2cc1OC	28	-1	.	11%	-4	-3	0	1.6	-5%
Cc1ccc(-c2nn(-c3ccccc3)cc2C(=O)N2CCN(C3CCS(=O)(=O)C3)CC2)cc1 (stereo not given)	2	2	-3	0.2%	3	15	19	0.6	.
CC(C)(C)c1nc2ccccc2c2nnc(SCC(=O)NCc3ccco3)n12	-1	1	-5	0.5%	0	0	-3	0.7	-18%
OCCN1CCN(CC(O)COc2ccc(Cl)cc2)CC1 (stereo not given)	7	3	-6	0.2%	-7	9	7	0.0	-18%
N#CCCn1cc(/C=N/NC(N)=S)c(-c2ccccc2)n1	-5	0	12	-2.0%	-2	11	-8	-0.1	1%
COc1ccc(Cl)cc1NC(=O)Cn1c(=O)n(Cc2ccco2)c(=O)c2ccc(C(=O)NC3CCCC3)cc21	-1	4	.	2.1%	0	1	-4	0.8	-11%
O=C(/C=C/c1ccccc1)OCC(=O)c1ccc[nH]1	17	8	-1	-1.5%	-2	3	11	2.0	.
Cc1nn(-c2ccccc2)nc1C(=O)NN	9	1	-3	-0.1%	0	0	-3	0.1	4%
CCN(CC)c1nc(C(F)(F)F)nc2c1nnn2Cc1ccccc1	-4	4	-25	-1.8%	1	19	11	0.6	-12%

An excerpt from above in order of their number in D1 antag, low to high.
Molecule	TRHR PAM	D1 ag	RXFP1 antagonist	RXFP1 agonist	D1 potentiator	D1 antag	D2 potentiator	TRHR ag	Anesthetic bind
C/C(=N\N=C1\NC(=O)C(CC(=O)NCc2ccccc2)S1)C(C)C (stereo not given)	-2	-2	-5	-0.4%	2	-8	4	-0.8	-6%
O=C(CN1CCN(C(=O)C2CCCO2)CC1)Nc1c(Cl)cccc1Cl (stereo not given)	-1	1	1	0.5%	7	-5	0	0.8	-4%
CC(C)(C)c1nc2ccccc2c2nnc(SCC(=O)NCc3ccco3)n12	-1	1	-5	0.5%	0	0	-3	0.7	-18%
CC(=O)c1cccc(OCC(=O)N2CCCc3ccccc32)c1	-2	5	-9	0.8%	4	6	19	-0.1	3%

Returning to the listing with the two entries that preceded the break.
SMILES	TRHR PAM	D1 ag	RXFP1 antagonist	RXFP1 agonist	D1 potentiator	D1 antag	D2 potentiator	TRHR ag	Anesthetic bind
Cc1nn(-c2ccccc2)nc1C(=O)NN	9	1	-3	-0.1%	0	0	-3	0.1	4%
CCN(CC)c1nc(C(F)(F)F)nc2c1nnn2Cc1ccccc1	-4	4	-25	-1.8%	1	19	11	0.6	-12%
COc1ccc(SCc2noc(C(=O)NCC3CCCO3)c2C(=O)O)cc1 (stereo not given)	17	-1	.	1.3%	1	-1	13	0.3	-6%
COc1ccccc1CCc1nnc(CCC(=O)N(C)Cc2cccc3cnccc23)o1	2	6	5	2.8%	2	-2	0	-0.6	-14%
COc1cccc(CCc2nnc(CCC(=O)NCCc3cccc(C)n3)o2)c1	-4	3	11	1.8%	-2	-1	4	0.3	-4%
CCN(C(=O)c1cc2c(=O)[nH]c3ccc(C)cc3c2s1)c1ccccc1F	-9	3	-8	2.4%	0	6	-7	0.3	0%
O=C(Nc1cccc2c1C(=O)NC2=O)c1cccc(N2C(=O)CCC2=O)c1	2	1	10	7.4%	-2	7	3	0.4	-5%
CC(C)c1ccc(NC(=O)C2CSC3(C)CCC(=O)N23)cc1 (stereo not given)	7	2	-2	0.5%	-3	-14	-3	-0.1	?
CCOC(=O)c1cc(C(C)C)sc1NC(=O)COC(=O)CCS(=O)(=O)c1ccccc1	6	13	.	1.5%	2	-12	9	0.4	30%
COc1ccc2cc(CO)c(Cl)nc2c1	-5	1	-4	0.4%	-1	0	2	-1.3	-9%
COCCn1c(SC(C)C(=O)Nc2ccc(N3CCOCC3)cc2)nnc1-c1ccncc1 (stereo not given)	-1	-1	-1	-2.5%	-3	11	27	-0.4	.
COC(=O)c1ccccc1NC(=O)CSc1n[nH]c(-c2ccncc2)n1	-2	2	-17	2.8%	-6	-5	5	-0.2	1%
CCCCCCCCc1nc(SCC(C)=O)n[nH]1	-3	1	6	-1.1%	-3	-12	1	0.4	-10%
CCCc1nnc(NC(=O)CCC(=O)NCc2ccccc2)s1	-2	2	-3	0.0%	0	-1	.	0.3	5%
O=C(c1ccccc1)N1N=C(c2ccccc2)CC1c1cccs1 (stereo not given)	4	4	-6	1.4%	-9	-67*	.	1.4	1%
Cc1cc(C)c(N(CC(=O)NCc2ccccc2)C(=O)c2csnn2)c(C)c1	2	-1	-9	1.4%	9	27	0	-0.1	-5%
COc1ccc(CCNC(=O)C2CCN(S(=O)(=O)c3ccc4c(c3)oc(=O)n4C)CC2)cc1OC	-6	3	5	0.0%	-1	-4	1	0.0	-8%
COCCN(C(=O)c1ccccc1F)c1nnc(-c2ccc(OC)cc2)s1	15	9	-5	-1.3%	-1	-3	7	0.5	-2%
O=C(O)[C@H](Cc1c[nH]c2ccccc12)Nc1ncccc1[N+](=O)[O-]	-3	3	4	7.0%	1	-12	2	1.0	11%
COc1ccc(CNS(=O)(=O)c2ccc(F)c(C(=O)Nc3ccc(OC)cc3)c2)cc1	-2	1	2	1.4%	-2	-2	-3	3.1	-8%
CSc1ccccc1OCc1cc(C(=O)N(C)Cc2nonc2C)no1	-3	1	-12	5.5%	-4	3	-4	-0.8	-21%
O=C(Nc1ccc(S(=O)(=O)N2CCCCC2)cc1)c1ccco1	-7	1	9	3.4%	0	-4	-12	0.2	-21%
CCCC(=O)Nc1cc(-c2nn(C)c(=O)c3ccccc23)ccc1N1CCOCC1	-2	0	9	-0.4%	2	-16	-4	-0.8	-7%

High-throughput results: PubChem BioAssay, National Center for Advancing Translational Sciences (NCATS)
